Bioassay records as filed in PubChem BioAssay.
NPSR antagonist: blocks cAMP signaling of the human neuropeptide S receptor; 220,000 tested, 1% active; Potency, µM (highest dose often 38.3 µM), without a hit: top-dose activity change, negative = inhibition, usual class: inhibitors; AID 1461; CHO-NPSR cells, cAMP TR-FRET, antagonist mode; note: potency is the fitted concentration of half-maximal effect; % is set by controls: 0 for no effect and ±100 for the full control effect; nearly all actives have a fitted effect of over 50% in size; many of its hits are not listed in these tables
GLA spleen mod: inhibitors or activators of human alpha-galactosidase in spleen homogenate. P06280. human spleen homogenate, 4MU-alpha-Gal fluorescence, 40 min. Potency, µM (highest dose often 80 µM), for inactives: top-dose activity change, negative = inhibition, actives largely listed as inhibitors. 240,000 tested, 0.008% active. AID 2107;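 note: potency is the fitted concentration of half-maximal effect; 0% = enzyme with vehicle and -100% = no enzyme basal signal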
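Spleen homogenate 1 ug + cpd (titration) + 4-MU-alpha-D-galactopyranoside 1 mM; 37C 40 min; 50 mM citrate/phosphate pH 5.0, 0.01% Tween-20; stop pH 10; fluorescence 365/440; AC50 via Hill.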
Tau fluor counter: counter-screen for tau fibril formation inhibitors; Potency, µM (titrated, usually from 57.7 µM), without a hit: at the top dose activity change, negative = decrease; 280,000 tested, 0.93% active; AID 1463; tau K18 P301L Alexa594 fluorescence, heparin fibrillization; note: potency is the fitted concentration of half-maximal effect; % is set by controls: 0 for no effect and ±100 for the full control effect; nearly all actives have a fitted effect of over 55% in size
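Human tau K18 P301L (15 uM unlabeled, 0.24 uM Alexa 594-labeled) in 100 mM sodium acetate pH 7 with 20 uM heparin, 6 hr at 37 C. ThT 30 uM added, 1 hr ambient; Alexa 594 FP and total fluorescence read at 555/632 nm.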
CBFb-RUNX1 inh: inhibitors of human CBF-beta and RUNX1 interaction | Q01196+Q13951 | 230,000 tested, under 10 active | AlphaScreen CBFb-His/RUNX1-biotin binding, biochemical | Potency, µM (doses to about 59.8 µM), for inactives: top-dose activity, negative = inhibition, actives largely listed as inhibitors | AID 1477; note: % of control where 0% means no effect
Target sequence (Q01196 whole entry, looked up): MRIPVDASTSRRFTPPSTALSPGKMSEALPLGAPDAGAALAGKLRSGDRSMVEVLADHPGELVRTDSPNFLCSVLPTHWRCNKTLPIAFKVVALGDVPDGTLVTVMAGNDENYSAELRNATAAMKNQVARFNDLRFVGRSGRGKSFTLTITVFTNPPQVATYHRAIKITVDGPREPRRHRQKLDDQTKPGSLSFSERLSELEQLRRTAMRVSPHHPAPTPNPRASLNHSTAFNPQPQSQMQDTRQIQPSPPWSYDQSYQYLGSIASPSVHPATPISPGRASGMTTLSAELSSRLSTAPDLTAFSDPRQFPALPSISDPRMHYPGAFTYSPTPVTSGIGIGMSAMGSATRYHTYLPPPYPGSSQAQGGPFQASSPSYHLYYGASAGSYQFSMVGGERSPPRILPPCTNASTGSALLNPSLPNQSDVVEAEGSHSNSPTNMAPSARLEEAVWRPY
Target sequence (Q13951 whole entry, looked up): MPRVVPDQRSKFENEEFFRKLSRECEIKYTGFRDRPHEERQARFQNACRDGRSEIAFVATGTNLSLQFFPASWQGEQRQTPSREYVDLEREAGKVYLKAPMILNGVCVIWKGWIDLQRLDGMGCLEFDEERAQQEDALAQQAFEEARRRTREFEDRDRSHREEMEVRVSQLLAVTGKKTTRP
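CBF-beta (His) and RUNX1 (biotin), 30 nM each; 20 min preassociation; + compound, 15 min; + beads 50 ng each (Ni, streptavidin), 90 min; RT; AlphaScreen read.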
TexasRed fluor: alters Texas Red total fluorescence, flagging assay interference | TRb/SRC2 Texas Red total fluorescence interference | Potency, µM (series often up to 106 µM), inactives show at the top dose fluorescence change, negative = quenching | 280,000 tested, 0.29% active; active = well fitted curve in either direction with a large enough effect; inconclusive = small, poorly fitted or top-dose-only effect; note: potency is the fitted concentration of half-maximal effect; % is set by controls: 0 for no effect and ±100 for the full control effect
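Flags fluorescent or light-absorbing compounds by total fluorescence, S + 2P, at 555 nm excitation and 632 nm emission. Mixture: 20 nM Texas Red SRC2 peptide, 0.6 uM human TRb LBD, 1 uM T3, 5% DMSO; compound exposure 5 h at ambient temperature.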
Epigenetic derep: regulators of epigenetic silencing causing reporter derepression in mouse cells; murine LDR cells, GFP reporter derepression, 30 h; Potency, µM (doses to about 53.9 µM), for the others: at the top dose GFP activation, actives largely listed as activators; 280,000 tested, 0.2% active; AID 1865; note: potency is the fitted concentration of half-maximal effect; % of control where 0% means no effect; nearly all actives have a fitted effect of over 60% in size
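Reporter derepression read as number of fluorescent GFP-positive objects, 20-120 um in size, counted by laser-scanning cytometer. Mouse LDR line with an epigenetically silenced CMV-GFP locus; compound incubation 30 h, 37 C.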
Tau FP inhib: tau fibrillization inhibition (FP) | Potency, µM (highest dose often 57.7 µM), without a hit: at the top dose activity, negative = inhibition, actives largely listed as inhibitors | 280,000 tested, 0.39% active | K18 P301L tau heparin fibrillization, Alexa594 FP, 6 h; note: potency is the fitted concentration of half-maximal effect; % is set by controls: 0 for no effect and ±100 for the full control effect; nearly all actives have a fitted effect of over 55% in size
Target sequence (P10636 561-689 P618L limits assumed): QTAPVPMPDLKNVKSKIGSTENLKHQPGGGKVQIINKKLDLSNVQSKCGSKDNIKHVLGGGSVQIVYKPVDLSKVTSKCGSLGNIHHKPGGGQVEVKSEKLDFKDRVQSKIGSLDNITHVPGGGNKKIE
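Human K18 P301L fragment (15 uM unlabeled plus 0.24 uM Alexa 594-labeled) in 100 mM sodium acetate pH 7 with compound, aggregation induced by 20 uM heparin for 6 hr at 37 C. ThT (30 uM) added for 1 hr, then Alexa 594 FP read.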
TRb-SRC2 inh: TRbeta-SRC2 interaction inhibition; P10828; Potency, µM (highest dose often 106 µM), inactives show top-dose activity change, negative = inhibition, usual class: inhibitors; 280,000 tested, 0.065% active; TRbeta-SRC2 peptide binding, fluorescence polarization; receptor liganded with 1 µM T3; AID 1469;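 note: potency is the fitted concentration of half-maximal effect; plate controls were bound peptide for no effect and peptide without receptor for full effect; nearly all actives have a fitted effect of over 50% in size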
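Human TRb ligand-binding domain (0.6 uM) is mixed with 20 nM Texas Red SRC2 peptide and 1 uM T3; after compound addition and 5 hr at ambient temperature, polarization is measured and normalized to unbound and bound controls.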
Starred values were filed as active, the others as inactive; ? = inconclusive; / = not tested or not shown; & = joins results of further samples; [ ] = dose if it differs, or a comment. Unless noted, calls come from the whole dose curve; as a rule, active = well fitted curve in the direction sought with a large enough effect; inconclusive = small, poorly fitted or top-dose-only effect, or another doubt; inactive = no such curve, though single readings can be large; an effect the other way counts as inactive or inconclusive. This is a subset. The share of hits here may be higher or lower than overall.

SMILES | NPSR antagonist | GLA spleen mod | Tau fluor counter | CBFb-RUNX1 inh | TexasRed fluor | Epigenetic derep | Tau FP inhib | TRb-SRC2 inh
CC(=O)Nc1ccc(/C=C/c2ccc3c([N+](=O)[O-])cccc3n2)cc1 | 8% | -1% | -11% | 4% | -1% | -3.4% | 14% | -3%
COc1ccc(OC)c(/C=N/NC(=O)c2ccc(N(C)S(=O)(=O)c3ccccc3)cc2)c1 | -26% | -9% | -23% | -1% | -2% | -0.1% | -13% | -2%
CCn1c(=O)[nH]c2ccccc21 | / | 3% | -2% | 15%[21.7 µM] | 2% | -0.8% | -5% | 5%
COc1ccc(-c2ccc(CCC(=O)O)n2-c2ccc(O)cc2)cc1 | -14% | -3% | ? | -14% | 1% | 0.0% | -16% | 0%
COc1cccc(-c2nnc(SCC(=O)OC(C)C)n2N)c1 | -5%[46.1 µM] | 0% | -1% | 6% | -2% | -2.7% | 4% | -4%
Cc1ccc(NC(=O)CSc2nnc(-c3cc4occc4n3C)n2-c2ccccc2C)c(C)c1 | / | / | -6% | / | ? | -1.2% | 4% | -7%
COCCNS(=O)(=O)c1ccc2c(c1)C(=NO)c1cc(S(=O)(=O)NCCOC)ccc1-2 | -7% | 4% | 5% | 7% | -3% | 7.3% | -7% | 4%
Cc1nn(CC(=O)NC2CC2)c(=O)c2cc3ccccc3n12 | / | / | -5% | / | ? | 0.0% | 0% | 8%
Cc1nc(SCC(=O)N2CCc3ccccc3C2)c2c(C)c(C)sc2n1 | 2%[46.1 µM] | -2% | -6% | 8% | 1% | 0.4% | 12% | 4%
COc1ccccc1C1OC2=C(Nc3ccc([N+](=O)[O-])cc3N2)C1=O (stereo not given) | -2% | -15% | -20% | 0% | -2% | -0.3% | 11% | 2%
Cc1ccc(-n2nc(CO)c(C(=O)NCCO)n2)cc1 | / | / | 2% | / | -1% | -2.7% | 1% | 1%
CCOc1ccc(NC(=O)CSc2nnc(-c3ccccc3)n2N)cc1 | -14%[46.1 µM] | 3% | 6% | -2% | 1% | -1.8% | 4% | -10%
S=C(NC1CCCCC1)NN1CCOCC1 | 12% | 5% | -1% | 0% | 2% | 1.1% | -2% | -3%
CCc1ccc(N(CC(=O)NC2CCCC2)S(=O)(=O)c2c(C)noc2C)cc1 | -9%[46.1 µM] | -4% | -6% | 7% | 1% | -0.8% | -1% | 0%
CCN(CC)CCSc1nc(O)c(Cc2ccccc2)c(=O)n1-c1ccccc1 | 4% | -7% | -5% | 19% | 0% | 0.0% | -4% | -4%
Cc1ccc(Nc2c(-c3ccc(N4CCOCC4)cc3)nc3ncccn23)cc1 | -18% | -7% | ? | 4%[2.36 µM] | 0%&-2% | 1.3%&0.4% | ? | 4%&9%
O=C(Cc1ccc(F)cc1)NC1CCCC1 | -3%[46.1 µM] | 6% | -7% | -3% | -1% | -3.6% | -9% | 2%
CCc1nnc(NC(=O)CSc2nc3c(c(=O)n2-c2ccccc2OC)SCC3)s1 | -15%[46.1 µM] | 5% | 3% | 0% | -3% | 0.0% | 1% | 8%
CC1CCCCN1S(=O)(=O)c1ccc2c(c1)CCN2C(=O)C1CCC1 (stereo not given) | -20%[46.1 µM] | 8% | -8% | 2% | 3% | -0.9% | 0% | 1%
O=C1CC(c2nc3ccccc3n2CCCOc2ccccc2)CN1c1ccc(F)cc1 (stereo not given) | / | / | -10% | / | -1% | 8.9% | 1% | 1%
CCNC(=O)C1CCN(c2nc3ccccc3nc2C(F)(F)F)CC1 | / | / | 0% | / | 0% | -3.1% | -1% | 7%
CC(=O)C1=C(O)C(=O)N(c2ccc(S(N)(=O)=O)cc2)C1c1ccc([N+](=O)[O-])cc1 (stereo not given) | -6%[46.1 µM] | -12% | 0% | 2% | 4% | -1.9% | -2% | -26%
COc1ccc(NC(=O)COCc2cc(-c3ccco3)on2)cc1 | / | / | -5% | / | -11% | 0.0% | -2% | 5%
Cc1oc2ncnc(N3CCCCC3)c2c1C(=O)NCC1CCN(Cc2cccc(F)c2)CC1 | / | / | 3% | / | 0% | 0.0% | 0% | -7%
CCOC(=O)c1c(C)[nH]c(C)c1S(=O)(=O)NCC(=O)N1CCN(c2ccccc2F)CC1 | / | / | 3% | / | 0% | 1.9% | 4% | 6%
Cc1cccc2cc(CN(CCN(C)C)C(=S)NCc3ccco3)c(=O)[nH]c12 | 21% | -9% | -9% | 0% | -2% | -0.1% | -5% | -15%
O=S(=O)(NCc1cccnc1)c1cccc2cccnc12 | -7%[46.1 µM] | 6% | 2% | 2% | 3% | 1.2% | 11% | -12%
COCCCNC(=S)NNC(=O)c1ccc(C(C)(C)C)cc1 | -1% | 9% | 3% | 3% | -2% | -2.1% | 4% | -2%
CC(=O)Nc1cccc(-c2cn3ccc(C)cc3n2)c1 | -15% | 7% | -10% | -1% | 0%[53 µM] | 1.0% | -2% | 2%[53 µM]
C/C=C(/C)C(=O)Nc1cccc(C2=NOC3(C2)C[C@H](C(N)=O)N(C(=O)Cc2ccc([N+](=O)[O-])cc2)C3)c1 (stereo not given in full) | 27% | 9% | 2% | 11% | 0% | 2.0% | -2% | 7%
CS(=O)(=O)N1CCN(C(=O)c2cc3ccccc3oc2=O)CC1 | -5%[46.1 µM] | 2% | 2% | 4% | -7% | 0.0% | -2% | 8%
CC1=C(C(=O)OCc2ccc(C)cc2)C(c2ccc(O)c([N+](=O)[O-])c2)NC(=O)N1 (stereo not given) | -8% | -3% | -1% | 6% | -2% | -1.4% | -8% | -8%
CCN(C(=O)CSc1nc2ccccc2n1CC(=O)Nc1ccccc1C)c1ccccc1 | / | / | -16% | / | -1% | -3.0% | 1% | -7%
COc1ccc(NC(=O)c2ccco2)cc1NC(=O)COc1ccc(C)c(C)c1 | / | / | -16% | / | -3% | 0.0% | -9% | 2%
CN1CCN(c2ccc(C(CC(N)=O)NC(=O)Cc3ccc(Br)cc3)cc2[N+](=O)[O-])CC1 (stereo not given) | 14% | 6% | 5% | -4% | -2% | 1.2% | -4% | -8%
Cc1cc2c(nc1C)CCCN2CC(O)CN1CCCc2nc(C)c(C)cc21 | / | 15%[17.5 µM] | -9%[11.6 µM] | 4%[13.1 µM] | -2%[11.2 µM] | 1.1%[10.1 µM] | -6%[11.6 µM] | -6%[11.2 µM]
CCOc1ccc(CNC(=O)c2ccc3[nH]c(C)c(C)c3c2)cc1OC | / | / | -27% | / | 1% | -2.6% | 11% | 1%
CSc1ncc(Cl)c(C(=O)Nc2ccccc2Cl)n1 | 5% | 0% | -5% | 8% | 0% | -1.0% | ? | -9%
CN(C)S(=O)(=O)c1ccc(Nc2nc(C3CC3)nc3c2nnn3Cc2ccccc2Cl)cc1 | -39% | -9% | -21% | 4% | 5% | 1.0% | -15% | -2%
Cc1cc(N2CCN(C(=O)c3ccco3)CC2)n2nc(C)c(-c3ccccc3)c2n1 | -18%[46.1 µM] | 1% | -12% | 1% | -10% | -1.0% | 7% | -1%
COc1ccc(C(=O)C[n+]2ccc(N)c(C)c2C)cc1 | -1% | 7% | -7%[2.34 µM] | 2% | -8% | 1.1% | 7%[2.34 µM] | 0%
Cc1ccc(-c2cc3ncc(C(=O)c4cc([N+](=O)[O-])ccc4O)cn3n2)cc1 | / | / | -29% | / | 3% | -1.1% | 3% | -3%
COc1ccc(NC(=S)N2CCC(c3nc4ccccc4o3)CC2)c(OC)c1 | 4% | ? | -18% | 0% | 0% | 1.8% | 2% | -3%
COc1ccc([N+](=O)[O-])cc1NC(=O)Cc1ccc(C)cc1 | 3% | -2% | 2% | 2% | -1% | -1.1% | 4% | -5%
COCCNC(=O)Cc1cn(C)c2ccccc12 | -6%[46.1 µM] | 11% | -3% | -2% | 0% | 13% | 3% | -5%
Cc1nc2sc(C(c3cccc(F)c3)N3CCN(C(=O)c4ccco4)CC3)c(O)n2n1 (stereo not given) | -11%[46.1 µM] | 9% | 8% | 7% | 1% | 1.6% | 4% | -2%
O=C(Oc1cccc(C(=S)N2CCCCC2)c1)c1ccccc1 | -3% | -4% | -22% | -6% | -2% | 2.6% | -3% | 0%
O=C(NN=C1CCC(=NNC(=O)c2ccccn2)CC1)c1ccccn1 | 4% | 6% | -10% | -28% | -6% | 1.1% | -2% | 4%
c1ccc(CCc2nc(-c3ccccn3)no2)cc1 | -4%[46.1 µM] | 1% | -15% | -3% | -2% | -0.7% | -9% | -7%
CCOC(=O)c1cc(-c2ccc3c(c2)OCCO3)n[nH]1 | 4% | -2% | -15% | 0% | 0% | -1.3% | 0% | -2%
COc1cccc(C(=O)Nc2cc3c(cc2C(=O)c2ccc(C)cc2)OCCO3)c1 | / | / | -22% | / | -14% | -1.1% | ? | 0%
CSc1cccc(NC(=O)C2CCN(S(=O)(=O)c3ccc4[nH]c(=O)ccc4c3)CC2)c1 | / | / | -26% | / | 1% | 2.8% | ? | 2%
COc1ccccc1C(c1nnnn1Cc1ccccc1)N1CCN(C2CCCC2)CC1 (stereo not given) | -18%[46.1 µM] | 1% | -13% | 8% | -5% | -4.9% | -2% | 4%
COc1ccc(-c2noc(CCC(=O)NCc3cccnc3)n2)cc1OC | -6%[46.1 µM] | -9% | -6% | 4% | -2% | -8.8% | 8% | -11%

3 entries from above, field by field.
c1ccc(CCc2nc(-c3ccccn3)no2)cc1
  NPSR antagonist: -4%[46.1 µM]; GLA spleen mod: 1%; Tau fluor counter: -15%; CBFb-RUNX1 inh: -3%; TexasRed fluor: -2%; Epigenetic derep: -0.7%; Tau FP inhib: -9%; TRb-SRC2 inh: -7%

CCOC(=O)c1cc(-c2ccc3c(c2)OCCO3)n[nH]1
  NPSR antagonist: 4%; GLA spleen mod: -2%; Tau fluor counter: -15%; CBFb-RUNX1 inh: 0%; TexasRed fluor: 0%; Epigenetic derep: -1.3%; Tau FP inhib: 0%; TRb-SRC2 inh: -2%

COc1cccc(C(=O)Nc2cc3c(cc2C(=O)c2ccc(C)cc2)OCCO3)c1
  NPSR antagonist: /; GLA spleen mod: /; Tau fluor counter: -22%; CBFb-RUNX1 inh: /; TexasRed fluor: -14%; Epigenetic derep: -1.1%; Tau FP inhib: ?; TRb-SRC2 inh: 0%
